Compound activity (PubChem)
eIF4E 4G PPI = inhibitors of eIF4E and eIF4G interaction in translation initiation. inhibition, % at 21.7 µM. AID 782. hit rate 0.37% among 220,000. TR-FRET eIF4E-eIF4GI(517-606) binding, 2 h;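 active = inhibition above about 30%, limit read from the data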;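 note: 0% = full FRET control wells and 100% = background wells lacking eIF4GI fragment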
Rad51 HR inh = Rad51 (human) homologous recombination inhibition; Q06609; hRad51 DNA strand exchange, fluorescence dequenching; inhibition, % at 10 µM; hit rate 0.085% among 200,000; AID 1385;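 active = inhibition above 40% at the single screening dose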;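 note: 0% = DMSO control wells and 100% = blanks with heterologous ssDNA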
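material = hRad51 filaments on single-stranded DNA | reagent = Donor/quencher-labelled 47-bp dsDNA substrate | compound = 10 µM final, single point | schedule = strand-exchange reaction 15 min at room temperature | measured by = fluorescein emission 520 nm, excitation 485 nm | read-out basis = % inhibition versus plate control and blank means | benchmarks = plate controls and plate blanks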
p97 ATPase inh = inhibitors of human p97 ATPase | hit rate 0.42% among 220,000 | P55072 | inhibition, % at 8 µM | recombinant p97 ATPase, Kinase-Glo ATP luminescence, 3 h; in the data active = inhibition above about 15%;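 note: 0% = DMSO vehicle and 100% = wells lacking enzyme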
14-3-3 Bad inh = disrupts binding of bovine 14-3-3 zeta to phospho-Bad peptide. P63103. TR-FRET 14-3-3zeta/Dy647-pBad peptide displacement, 1 h. inhibition, % at 21.7 µM. hit rate 0.71% among 220,000;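 active = inhibition above about 70%, limit read from the data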;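 note: 0% = full 14-3-3 plus peptide FRET controls and 100% = background without 14-3-3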
FXIa inh = factor XIa (human) inhibition. P03951. purified FXIa, Boc-Glu-Ala-Arg-AMC fluorogenic substrate. hit rate 0.14% among 220,000. AID 798. inhibition, % at 5 µM;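 active = inhibition of at least 40%; inactive = inhibition below 40%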;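 note: fluorescence of freed AMC excited at 355 nm; 0% = enzyme without compound and 100% = no enzyme blank; many of its hits are not listed in these tables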
KLK5 inh = inhibitors of human kallikrein 5. Q9Y337. recombinant hK5, fluorogenic AMC substrate cleavage. inhibition, % at 5 µM. hit rate 0.59% among 210,000;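 active = inhibition of 40% or more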;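 note: 0% = enzyme controls without compound and 100% = no-enzyme blanks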
Target sequence (Q9Y337 67-293 limits assumed): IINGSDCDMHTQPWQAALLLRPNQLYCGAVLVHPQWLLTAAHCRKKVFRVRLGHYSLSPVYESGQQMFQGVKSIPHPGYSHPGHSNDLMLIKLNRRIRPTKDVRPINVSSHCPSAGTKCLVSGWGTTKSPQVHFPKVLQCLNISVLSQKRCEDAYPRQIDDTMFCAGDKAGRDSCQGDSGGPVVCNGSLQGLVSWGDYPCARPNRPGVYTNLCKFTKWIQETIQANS
MDM2 E3 inh = blocks human Mdm2 ubiquitin ligase activity; Q00987; cell-based MDM2 ubiquitination luciferase reporter, 2 h; 0 = plate control, 100 = twice control, blank-subtracted; hit rate 0.11% among 210,000; AID 1230; signal enhancement, % at 5 µM;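 active = signal enhancement of 30% or more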;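 note: luminescence tracks abundance of the self-degrading MDM2-luciferase fusion protein; higher signal means inhibition of MDM2 E3 ligase activity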
Target sequence (Q00987 whole entry, looked up, the tested form may be a part): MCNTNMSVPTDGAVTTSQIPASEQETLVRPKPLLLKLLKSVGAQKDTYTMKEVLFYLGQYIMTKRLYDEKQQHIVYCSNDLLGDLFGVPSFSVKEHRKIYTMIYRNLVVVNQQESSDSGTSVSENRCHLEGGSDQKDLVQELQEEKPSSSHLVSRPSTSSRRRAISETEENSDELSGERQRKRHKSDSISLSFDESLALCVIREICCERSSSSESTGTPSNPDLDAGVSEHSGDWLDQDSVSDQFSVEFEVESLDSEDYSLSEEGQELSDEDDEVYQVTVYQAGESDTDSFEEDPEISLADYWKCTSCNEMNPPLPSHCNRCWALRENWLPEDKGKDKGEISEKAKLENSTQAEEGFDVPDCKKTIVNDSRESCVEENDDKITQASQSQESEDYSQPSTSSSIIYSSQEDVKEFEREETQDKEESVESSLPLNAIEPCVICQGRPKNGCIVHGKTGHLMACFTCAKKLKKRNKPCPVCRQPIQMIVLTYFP
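Timing – 2 h compound exposure at 37 °C · Assay system – mammalian cells stably expressing self-ubiquitinating, self-degrading MDM2 E3–luciferase fusion · Amount – 2000 cells seeded into each well · Measure – % luminescence enhancement versus blank-corrected plate control mean · Measured by – SteadyLite luminescence, 15 min reagent step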
Wee1 degr inh = blocks degradation of human Wee1 kinase; HeLa Luc-Wee1K328M stability, luciferase luminescence; 100% = proteasome inhibitor MG132 effect; reporter increase, % at 5 µM; hit rate 1.2% among 220,000; AID 1321;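 active = activation above the mean of all tested compounds plus 3 SD, set per screening run, cut at about 8.8% in these data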;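 note: cells exposed to compound for 20 h before luminescence read; 0% = DMSO alone and 100% = MG132 at 30 µM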
FXIIa inh 1536 = factor XIIa (human) inhibition | hit rate 0.3% among 220,000 | purified FXIIa, Boc-QGR-AMC fluorogenic substrate, 2 h | P00748 | inhibition, % at 5 µM; in the data active = inhibition above about 40%;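 note: 0% = enzyme with no compound and 100% = blank without enzyme; many of its hits are not listed in these tables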
* = called active by the depositor; x = no result given; [ ] = remark or other dose.

Sample of the layout:
Order of results: eIF4E 4G PPI	Rad51 HR inh	p97 ATPase inh	14-3-3 Bad inh	FXIa inh	KLK5 inh	MDM2 E3 inh	Wee1 degr inh	FXIIa inh 1536
- CN(C)c1ccc(/C=N/NC(=O)c2cccc(C(=O)N/N=C/c3ccc(N(C)C)cc3)n2)cc1
 : -5	-4	-2	9	2	4	-26	0	9
- Cc1ccc(NC(=O)C(=O)NCC2CCCO2)cc1C (stereo not drawn)
 : 4	0	1	3	-4	-7	-19	-1	3
- CCn1c(SCC(=O)Nc2cc(C)ccc2C)nc2c(c1=O)SC(C)C2 (stereo not drawn)
 : -1	-3	-1	3	1	-8	-7	3	5
- O=C(CC1(C(F)(F)F)OCCO1)Nc1ccc2c(c1)OCO2
 : -6	-7	3	-7	-4	8	-21	1	7
- CS(=O)(=O)c1ccc2nc(NC(=O)CS(=O)(=O)Cc3ccccc3)sc2c1
 : 2	5	6	-19	10	4	-16	0	6
- Cc1ccc2nc(N/N=C/c3ccccc3C#N)nc(-c3ccccc3)c2c1
 : -1	10	4	-5	-11	-12	-16	-2	-3
- CCOC(=O)C1=C(C)NC2=C(C(=O)CCC2)C1c1ccc(O)c(OCC)c1 (stereo not drawn)
 : -41	12	-5	9	8	5	-7	-1	14
- COc1ccc2[nH]c(=O)c(CN(C)C(=O)c3cccs3)cc2c1
 : 5	8	-2	10	1	1	4	0	2
- COc1ccc2c(c1)C(SCC(=O)NCCc1ccccc1)CC(C)(C)O2 (stereo not drawn)
 : 3	x	2	3[fluorescence artefact?]	8	-3	x	-2	15
- CCSc1nnc(Nc2ccccc2)s1
 : -2[fluorescence artefact?]	2	5	-4[fluorescence artefact?]	8	-4	-11	0	22

The list itself, from the start:
Order of results: eIF4E 4G PPI	Rad51 HR inh	p97 ATPase inh	14-3-3 Bad inh	FXIa inh	KLK5 inh	MDM2 E3 inh	Wee1 degr inh	FXIIa inh 1536
- CN(C)c1ccc(/C=N/NC(=O)c2cccc(C(=O)N/N=C/c3ccc(N(C)C)cc3)n2)cc1
 : -5	-4	-2	9	2	4	-26	0	9
- Cc1ccc(NC(=O)C(=O)NCC2CCCO2)cc1C (stereo not drawn)
 : 4	0	1	3	-4	-7	-19	-1	3
- CCn1c(SCC(=O)Nc2cc(C)ccc2C)nc2c(c1=O)SC(C)C2 (stereo not drawn)
 : -1	-3	-1	3	1	-8	-7	3	5
- O=C(CC1(C(F)(F)F)OCCO1)Nc1ccc2c(c1)OCO2
 : -6	-7	3	-7	-4	8	-21	1	7
- CS(=O)(=O)c1ccc2nc(NC(=O)CS(=O)(=O)Cc3ccccc3)sc2c1
 : 2	5	6	-19	10	4	-16	0	6
- Cc1ccc2nc(N/N=C/c3ccccc3C#N)nc(-c3ccccc3)c2c1
 : -1	10	4	-5	-11	-12	-16	-2	-3
- CCOC(=O)C1=C(C)NC2=C(C(=O)CCC2)C1c1ccc(O)c(OCC)c1 (stereo not drawn)
 : -41	12	-5	9	8	5	-7	-1	14
- COc1ccc2[nH]c(=O)c(CN(C)C(=O)c3cccs3)cc2c1
 : 5	8	-2	10	1	1	4	0	2
- COc1ccc2c(c1)C(SCC(=O)NCCc1ccccc1)CC(C)(C)O2 (stereo not drawn)
 : 3	x	2	3[fluorescence artefact?]	8	-3	x	-2	15
- CCSc1nnc(Nc2ccccc2)s1
 : -2[fluorescence artefact?]	2	5	-4[fluorescence artefact?]	8	-4	-11	0	22
- OCC1(Cc2ccccc2Cl)CCN(C/C=C/c2ccccc2)CC1
 : -1	7	-1	-7	1	-4	-5	-1	4
- CCOc1ccccc1CNc1ccc(N2CCOCC2)c(C(=O)O)c1
 : -3	1	-7	-4	-4	-7	-9	-2	10
- Nc1ccc(Cl)cc1C(=O)OCC(=O)NC1CCS(=O)(=O)C1 (stereo not drawn)
 : 9	-7	-2	6	0	-6	4	0	0
- Cc1ccc(-c2cnc(NCc3cc4c(cc3[N+](=O)[O-])OCO4)n2C)cc1C
 : 4	-14	8	8	-4	-8	-14	3	3
- COc1ccc(/C=C2\SC(=N)N(c3ccc(F)cc3)C2=O)cc1OC
 : 15	11	5	14	5	6	-5	2	13
- C=CCn1c(=O)c2ccccc2n2c(SCC(=O)/C(C#N)=C(\C)N)nnc12
 : 4	1	4	-14	-18	-2	-16	-5	-6
- CCC(=O)Nc1ccc(NC(=O)c2ccco2)cc1
 : -1	-10	4	7	-4	12	-15	-1	3
- CC1(C)CC(=O)C(C=Nc2ccccc2)=C(O)C1
 : 1[fluorescence artefact?]	-3	1	10	-1	2	-12	1	2
- CC1CCc2c(nc3ncnn3c2N2CC(C)OC(C)C2)C1 (stereo not drawn)
 : -3	-1	1	6	17	-6	-22	-2	28
- Cn1c(CCNC(=O)c2ccco2)nc2cc(NC(=O)C3CCCCC3)ccc21
 : 9[fluorescence artefact?]	2	1	13	9	-9	-8	-1	16

Taken from above:
Entry for `CN(C)c1ccc(/C=N/NC(=O)c2cccc(C(=O)N/N=C/c3ccc(N(C)C)cc3)n2)cc1` in eIF4E 4G PPI: -5
Entry for `CCSc1nnc(Nc2ccccc2)s1` in FXIa inh: 8

Following part:
Order of results: eIF4E 4G PPI	Rad51 HR inh	p97 ATPase inh	14-3-3 Bad inh	FXIa inh	KLK5 inh	MDM2 E3 inh	Wee1 degr inh	FXIIa inh 1536
- CCC(=O)Nc1nc(-c2ccccc2)nc(SC)c1C(C)=O
 : -2	-2	1	16	-9	-4	-7	5	5
- Cc1ccc(S(=O)(=O)NC(=O)N(C)C2CCCCC2)cc1
 : -4	-2	-3	-16	-5	-7	-9	-1	0
- Cc1ccc(CSc2nnc(NC(=O)C3COc4ccccc4O3)s2)cc1 (stereo not drawn)
 : 4	x	-1	8	6	2	-8	-1	12
- CCCc1nnc(NC(=O)c2cc3ccccc3oc2=O)s1
 : 7	-1	0	-13[fluorescence artefact?]	-7	-4	-10	0	3
- Cc1cnc(Sc2ncccc2[N+](=O)[O-])nc1
 : 2[fluorescence artefact?]	0	-3	-4[fluorescence artefact?]	-1	4	x	-1	6
- Cc1ccc(N=Nc2c(N)nn(-c3ccccc3)c2N)cc1
 : 0	-4	-3	-16	1	-8	8	5	8
